From PubChem
DAGLB inh: diacylglycerol lipase beta (human) inhibition | HEK293T DAGLB membrane lysate, EnzChek fluorogenic substrate | actives 0.059% (n = 340,000) | inhibition, % at 5.17 µM | AID 504411; in the data active means inhibition above about 34%;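 further: 0% = enzyme with vehicle and 100% = wells lacking enzyme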
CAL PDZ FP-1: CAL PDZ (human) peptide binding inhibition; Q9HD26; inhibition, % at 24.9 µM; purified CAL PDZ, TMR-peptide fluorescence polarization, 1 h; AID 602252; actives 0.92% (n = 300,000);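 active means mean inhibition of at least 30% with at least half of replicates also reaching 30%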;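 further: 0% = DMSO neutral control and 100% = excess unlabeled competitor peptide PRC23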
DSG3 Ab inh: blocks pemphigus antibody binding to human desmoglein-3. actives 0.48% (n = 310,000). binding (percent of control), % at 10 µM. DSG3-coupled beads, scFv-anti-DSG3-GFP binding, flow cytometry; hits give low values;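 active means binding more than 3 SD below its plate's average and above zero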;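 further: hits lower antibody fragment binding to DSG3; some compounds called inactive have numbers as strong as hits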
Target sequence (P32926 whole entry, looked up, the tested form may be a part): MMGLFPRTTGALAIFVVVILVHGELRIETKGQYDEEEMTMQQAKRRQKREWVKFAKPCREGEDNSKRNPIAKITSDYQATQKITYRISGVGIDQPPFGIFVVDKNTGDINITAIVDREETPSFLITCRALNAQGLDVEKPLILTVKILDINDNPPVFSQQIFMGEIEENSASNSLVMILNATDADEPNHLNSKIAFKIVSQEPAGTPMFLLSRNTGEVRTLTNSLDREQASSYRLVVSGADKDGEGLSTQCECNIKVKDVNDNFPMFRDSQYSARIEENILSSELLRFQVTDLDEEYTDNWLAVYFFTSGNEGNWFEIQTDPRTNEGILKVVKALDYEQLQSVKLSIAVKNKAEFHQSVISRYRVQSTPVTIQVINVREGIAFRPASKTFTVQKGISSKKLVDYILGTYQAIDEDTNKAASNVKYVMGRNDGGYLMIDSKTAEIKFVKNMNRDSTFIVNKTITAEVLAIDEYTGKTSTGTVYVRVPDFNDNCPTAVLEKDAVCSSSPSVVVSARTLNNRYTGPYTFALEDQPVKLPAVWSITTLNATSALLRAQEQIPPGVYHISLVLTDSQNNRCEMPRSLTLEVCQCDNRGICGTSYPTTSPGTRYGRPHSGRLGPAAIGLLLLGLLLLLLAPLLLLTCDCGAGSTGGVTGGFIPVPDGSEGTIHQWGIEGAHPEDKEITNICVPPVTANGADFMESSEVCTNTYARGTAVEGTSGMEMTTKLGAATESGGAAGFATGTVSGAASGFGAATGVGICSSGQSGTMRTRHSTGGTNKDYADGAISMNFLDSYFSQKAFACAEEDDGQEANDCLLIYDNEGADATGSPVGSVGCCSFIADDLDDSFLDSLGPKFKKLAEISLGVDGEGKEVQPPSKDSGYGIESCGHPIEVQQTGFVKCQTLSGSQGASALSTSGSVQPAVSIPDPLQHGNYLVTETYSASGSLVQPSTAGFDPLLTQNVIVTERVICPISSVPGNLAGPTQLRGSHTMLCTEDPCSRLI
NSD2 HMT inh: blocks human histone methyltransferase NSD2. O96028. NSD2 peptide methylation, AlphaScreen, 120 min. inhibition, % at 12.5 µM. actives 0.54% (n = 310,000); in the data active means inhibition above about 50%
Arr AP2 block: blocks beta-arrestin peptide binding to AP2 adaptin; inhibition, % at 10 µM; AID 504490; FITC-arrestin peptide / GST-AP2 beads, flow cytometry; AP2 beta2 appendage carries R879A mutation; actives 0.31% (n = 340,000);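 active means inhibition above a set limit, near 3 SD of compounds lacking own fluorescence, cut at about 54% in these data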;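 further: plate controls were DMSO wells for no effect and 5 µM unlabelled arrestin peptide for full effect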
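system = GST-tagged AP2 beta2-adaptin appendage (R879A) on 4 µm glutathione beads | reagent = FITC-labelled arrestin peptide probe, 50 nM final | schedule = compound with beads 12 min RT, then probe 1 h RT | signal = HyperCyt-sampled flow cytometry, FL1 channel, ex 488/em 535 nm | read-out = percent response from loss of bead-bound FITC fluorescence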
CAL PDZ FP-2: human CAL PDZ-peptide interaction inhibition | purified CAL PDZ, TMR-peptide fluorescence polarization, 1 h | inhibition, % at 20 µM | actives 0.02% (n = 330,000) | AID 504414;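 active means highest replicate inhibition of at least 40%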;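 further: plate controls were DMSO neutral control wells for no effect and unlabeled competitor peptide control wells for full effect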
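Assay system – tagged CAL PDZ protein CerCALP, purified · Timing – 1 h at RT · Compound – single point, 20 µM · Measured by – fluorescence polarization from S- and P-plane intensities, G-factor corrected · Evaluation – inhibition from polarization loss · Probe or stimulus – TMR reporter peptide T*-PRC34 · Buffer or medium – pH 7.4 phosphate-saline buffer, reducing agent, detergent, IgG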
Keap1 Nrf2 FP: Keap1-Nrf2 (human) interaction inhibition; Q14145; AID 504523; inhibition, % at 9.4 µM; actives 0.15% (n = 340,000); Keap1 Kelch-Nrf2 peptide fluorescence polarization, 1536-well; in the data active means inhibition above about 12%;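 further: human Keap1 Kelch domain with fluorescein labeled Nrf2 9mer peptide probe; 0% = neutral control wells and 100% = peptide positive control; higher means more block of Keap1 binding to Nrf2 peptide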
V-ATPase pHluor: yeast V-ATPase proton transport regulation by pHLuorin | S. cerevisiae, pHLuorin cytosolic pH fluorescence | response, % at 10 µM | actives 0.37% (n = 350,000); in the data active means response mostly above about 7.3%, no sharp cut-off; inactive means mostly below about 5.4%; further: actives read high; inactives centre near 0; some compounds called inactive have numbers as strong as hits; reference of the scale not given here
RTF Ca sens inh: cardiac RTF calcium desensitization | inhibition, % at 7.15 µM | IANBD-labeled cardiac RTF, Ca2+ fluorescence | actives 0.12% (n = 340,000) | AID 493244 | P19429+P45379;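 active means inhibition above the mean inhibition of all tested compounds plus 3 SD, cut at about 17% in these data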;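 further: assay run at fixed EC70 calcium of 1.6 mM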
C-LANA FP: inhibitors of KSHV LANA C-terminal domain DNA binding | actives 0.078% (n = 340,000) | MBP-C-LANA/FAM-LBS DNA binding, fluorescence polarization | inhibition, % at 9 µM | AID 504423;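 active means highest replicate inhibition at or above 60% at 9 µM, even if other replicates fall short; inactive means all replicates below 60% inhibition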;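 further: 0% = neutral control wells and 100% = 4 µM acridine orange control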
Numbers without * were called inactive; nt = no result given. Not all compounds are listed (hit frequency here may not be typical).

Values run as follows: DAGLB inh	CAL PDZ FP-1	DSG3 Ab inh	NSD2 HMT inh	Arr AP2 block	CAL PDZ FP-2	Keap1 Nrf2 FP	V-ATPase pHluor	RTF Ca sens inh	C-LANA FP
CCC(=O)Nc1nnc(S(=O)(=O)N2CCCc3ccccc32)s1
  -5	nt	106	nt	1	-0.2	-6	nt	-3	-1.1
O=C(NCCCc1ccccc1)Nc1ccccc1
  -4	-4	121	-1	-12	-2.1	-3	-3	-5	-2.2
CC(C)C[C@@H](CN)NC(=O)c1nc[nH]c1C(=O)N[C@@H](CC(C)C)C(=O)CNC[C@H](C)NC(=O)c1nc[nH]c1C(=O)N[C@@H](CC(=O)O)C(=O)O
  1	-1	99	nt	3	0.1	1	2	-2	0.1
CCCCC(C)n1[nH]c(=O)cc1N (configuration not stated)
  -2	-2	nt	19	-3	-0.2	-1	-3	-15	-0.1
O=C(COC(=O)/C=C/c1ccc(F)cc1)NC1CCS(=O)(=O)C1 (configuration not stated)
  1	10	94	-1	4	-1.2	-2	-1	-3	-2.8
S=c1[nH]nc(-c2ccc3ccccc3n2)n1Cc1ccccc1
  6	4	100	7	-10	-0.9	1	2	-18	2.3
COc1ccc(C(C)=O)cc1CSc1nc2cc(Cl)ccc2o1
  -2	-1	103	nt	39	-2.1	-2	-3	-4	-0.9
CCNc1nc2c(c(=O)[nH]c(=O)n2C)n1CCCc1ccccc1
  3	6	123	0	-2	-0.6	-2	2	-3	-2.3
Cc1cc(C)c(NC2=NCC(=O)N2C2CCCCC2)c(C)c1
  -3	-5	102	2	-4	-0.8	2	4	-7	1.1
Nc1nnc(CC(=O)N/N=C/c2ccccc2OCc2ccccc2F)s1
  1	-5	115	-2	4	-1.3	-5	2	-11	-0.3
Cc1cccc(NC(=O)CSc2nnc(CNC(=O)c3ccco3)o2)c1C
  -1	-8	105	-1	0	-1.0	-2	1	-5	-1.1
Cc1nc(-c2cccc(N)c2)cs1
  -2	6	110	nt	13	0.1	-1	1	-1	-0.3
Cc1ccc(NC(=O)c2oc3ccc(Br)cc3c2C)cc1S(=O)(=O)N1CCOCC1
  1	-1	103	0	18	-1.3	-2	-4	-4	0.4
COc1ccc(C(=O)NC2CCCCCCC2)cc1OC
  1	nt	108	-3	7	5.5	2	3	-7	-0.5
COc1ccccc1NC(=O)CN(Cc1ccco1)C(=O)c1ccc(=O)[nH]c1
  3	-6	90	0	-11	-0.6	-3	0	-15	-2.2
COC(=O)c1c(C(=O)OC)c(-c2ccc(F)cc2)n2c1CS(=O)(=O)C2
  -4	6	93	-3	15	1.3	3	1	0	-1.7
O=C(Nc1ccc2nc3ccccc3nc2c1)c1ccc(Br)cc1
  2	-7	83	1	5	1.2	-4	-35	-10	9.3
COc1ccccc1NC(=O)NC1(C(=O)N2CCOCC2)CCCCC1
  0	nt	nt	-2	-17	-1.1	-5	2	-7	-0.1
O=C(O)c1ccc(N/N=C/c2cccc(F)c2)cc1
  0	0	99	12	-2	0.3	-9	2	1	-1.9
O=C(Nc1ccc(F)c(Cl)c1)C1CCN(S(=O)(=O)c2cccnc2)CC1
  2	-1	109	nt	3	-1.4	-4	2	3	-1.1
Cc1ccc(NC(=O)CN(C)C(C)C(=O)N2CC(C)CC(C)C2)cc1 (configuration not stated)
  2	-3	103	0	26	-1.2	3	-6	-15	-2.7
COc1ccc(NS(=O)(=O)c2ccc(S(=O)(=O)N(C)C)cc2)cc1S(N)(=O)=O
  2	-1	93	-4	-7	-0.1	-2	2	-5	-0.6
CCNC(=S)N/N=C/c1ccc(OCCOc2ccccc2C)cc1
  2	-3	98	-4	2	-0.5	-2	-1	-6	-2.3
CC(=O)Nc1c2c(nn1-c1ccccc1C)CSC2
  -1	-6	101	-3	-5	-2.2	-5	1	9	-0.4
COc1ccc(-n2ncc3c2CC(C)(C)CC3NC(=O)CSc2ccccn2)cc1 (configuration not stated)
  -1	7	nt	-3	-3	-1.4	-3	-3	1	0.1
Cc1ccc(-n2ncc(N(C)C)c(Cl)c2=O)cc1
  3	-1	91	nt	-8	-0.4	-1	1	-2	1.1
O=S(=O)(Nc1ncnc2c1oc1ccccc12)c1ccc(Cl)s1
  8	-5	110	-4	2	0.2	0	2	-4	1.3
CCOC(=O)/C=C1\NC(C)(C)Cc2cc(OC)c(OC)cc21
  -1	0	100	-1	12	-3.0	0	1	4	0.5
COc1ccccc1NC(=O)c1sc2ncn(Cc3cccc(C)c3)c(=O)c2c1C
  0	-3	99	0	22	-0.6	0	-5	0	0.0
CC(=O)Nc1ccc(N(C(=O)c2ccco2)C(C(=O)NC2CCCCC2)c2ccccc2)cc1 (configuration not stated)
  7	-5	100	0	-4	0.1	-4	2	-10	-0.9
CC(=O)Nc1cccc(Oc2nc(C)cc(C)c2C#N)c1
  3	nt	99	nt	8	0.5	-3	2	-15	0.8
CCOc1ccc(C(=O)OCc2nnc(-c3cccs3)o2)cc1OC
  -7	4	97	-3	4	-2.0	3	0	-2	-3.1
COc1ccccc1NS(=O)(=O)c1cc(NC(=O)CNC(=O)c2ccccc2)ccc1C
  1	-6	102	-2	33	-0.1	1	-3	-2	2.3
CCC(C)[C@H](NC(=O)NCc1cccs1)C(=O)O (some centres not stated)
  1	-6	101	-3	18	nt	-3	-1	-10	-1.7
Cn1c(CCNC(=O)c2ccc(Cl)c(Cl)c2)nnc1SCc1ccc(Cl)c(Cl)c1
  0	-5	96	1	-4	nt	1	5	1	-0.2
CC1CCN(C(=O)COC(=O)C2CCN(S(=O)(=O)c3ccc4c(c3)OCCO4)CC2)CC1
  -3	-3	89	nt	-7	-2.6	0	0	-8	0.7
O=C(CNC(=O)c1ccco1)NNC(=O)c1cccc(Cl)c1
  -1	nt	95	0	12	-3.6	-2	-2	-5	-0.1
COc1ccc(NC(=O)CSc2ccc3nnc(-c4cccnc4)n3n2)c(OC)c1
  1	nt	94	5	-5	-9.2	-1	2	4	5.0
CN1CCN(NS(=O)(=O)c2ccc(Cl)cc2)CC1
  3	0	101	-10	-7	-1.0	3	2	-1	-0.1
CCOC(=O)Nc1nc(-c2ccc(Cl)cc2Cl)cs1
  -5	-4	103	-3	-7	-0.1	1	0	-17	-0.1
CC1CCCN(CCC(=O)Nc2ccc(Br)cc2)C1 (configuration not stated)
  2	-4	101	1	18	-0.2	3	1	-1	0.1
Nc1nc(NCCOCCO)nc(NC2CCCCC2)c1[N+](=O)[O-]
  -7	-4	124	-2	2	-1.2	-9	3	3	-1.2
Cc1cc(Cl)c(OCCCNCc2ccccc2)c(Br)c1
  -8	-3	101	5	-10	-3.2	-2	6	-1	0.4
CS/C(=N\S(=O)(=O)c1cccs1)Nc1ccc(F)cc1
  -3	1	99	-3	10	-1.1	-1	-2	4	4.4
COc1cccc(NC(=O)CN(C)C(=O)c2cccnc2Nc2cccc(C(F)(F)F)c2)c1
  -3	-3	nt	-3	-6	0.6	1	-1	3	-0.4
O=C(CSCc1ccc(F)cc1)N1CCN(c2ccc(F)cc2)CC1
  -2	5	107	8	-1	0.4	-1	3	-8	2.0
COc1ccccc1CNC(=S)Nc1ccc2nc(N3CCN(C)CC3)cc(C)c2c1
  3	16	99	nt	-16	-0.2	-3	-3	-3	-0.1
CCc1ccc(O)c(N=Cc2ccccc2O)c1
  0	-1	114	nt	10	-1.3	-7	-1	-4	-2.1
O=C(C1CCCN(S(=O)(=O)c2cccc3cccnc23)C1)N1CCc2ccccc21 (configuration not stated)
  -3	nt	102	nt	6	-1.9	-6	2	-4	-2.2
O=c1oc(-c2ccco2)nc2ccccc12
  -2	-7	102	0	-3	-1.1	-3	0	2	-0.8
Cc1cc(C(=O)NC2CCCc3c2cnn3-c2cccc(C)c2C)no1 (configuration not stated)
  0	1	101	0	26	-1.4	1	-7	-2	-1.3
C=C(C)CN(CC)C(=O)CCc1nnc(CCc2c[nH]c3ccccc23)o1
  1	-1	96	-1	10	0.1	-1	0	-4	-1.8
O=C(Nc1ccccc1F)Nc1ccccc1OC(F)F
  0	-3	104	-3	23	-0.2	6	3	6	4.0
O=C(NNC(=O)c1ccccc1O)c1ccc(Br)cc1
  4	3	110	-2	-4	-1.2	0	-2	-3	1.2
CC(=O)c1ccc(S(=O)(=O)N2CCC3(CC2)CC(=O)c2ccccc2O3)cc1
  1	nt	110	0	5	-1.1	-1	1	-2	-0.1
C/C(Cl)=C\C[N+](C)(C)CC(=O)OCCc1ccccc1
  nt	nt	102	-1	8	nt	nt	1	nt	nt
CC1=C(C(=O)Nc2ccccc2C(F)(F)F)C(c2sccc2C)NC(=S)N1 (configuration not stated)
  -3	nt	104	1	-14	-0.9	0	0	-3	2.1
COc1ccc(SCC(=O)Nc2ccc(N3CCN(C)CC3)c(F)c2)cc1
  -1	-1	102	2	-3	-2.4	0	2	-6	-1.1
C=CCn1c(-c2ccc(OC)c(OC)c2)n[nH]c1=S
  0	2	nt	-3	0	-1.7	-2	3	1	0.9
